BRCT inh green: BRCA1 BRCT-phosphoprotein interaction inhibition; BRCA1 BRCT-phosphopeptide binding, green fluorescence polarization; Potency, µM (doses to about 76.9 µM), for the others: top-dose activity change, negative = inhibition, usual class: inhibitors; hit rate 0.05% among 75,000; P38398;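 note: potency is the fitted concentration of half-maximal effect; plate controls were peptide without protein for full effect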
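Compounds were incubated for 12 min at room temperature with a complex of 100 nM fluorescein-tagged pBACH1 decapeptide and 250 nM His-tagged BRCT protein. Buffer was phosphate pH 7.3 with EDTA, DTT and Tween 20. Disruption of binding lowers the polarization signal.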
Fluorescein autfl: compound fluoresces in the fluorescein spectral region; Compound autofluorescence, 480/540 nm, fluorescein-equivalent; hits give high values; hit rate 0.91% among 59,000; max fluorescein-equivalent concentration, M; in the data active = max fluorescein-equivalent concentration above about 10 nM; inconclusive = between about 1.1 nM and that limit
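Tris 100 mM pH 8.0; 15 min RT; CCD read, ex 480/em 540 nm. Output: fluorescein-equivalent concentration per compound concentration, from six-point dye series on each plate.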
HEK293 cAMP ctrl: raises cAMP in parental HEK293 cells, TSHR agonist counter-screen; parental HEK293 CNG cAMP sensor, membrane potential fluorescence; Potency, µM (top dose mostly 57.1 µM), for the others: top-dose activation, most hits filed as activators; hit rate 2.5% among 73,000; note: potency is the fitted concentration of half-maximal effect; % of control where 0% means no effect; nearly all actives have a fitted effect of over 55% in size
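Parental HEK 293 cells stably expressing a modified CNG channel (no TSHR) report cAMP rise as membrane depolarization. Membrane potential dye with 100 uM RO 20-1724 was loaded for 60 min at room temperature, then compound added for 30 min; fluorescence read at 590 nm.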
Epigenetic mod: derepresses silenced GFP locus in mouse C127i cells; mouse C127i GFP locus derepression, cytometry, 30 h; Potency, µM (series often up to 46.1 µM), for the others: at the highest dose GFP derepression (activation); hit rate 0.09% among 68,000; note: % of control where 0% means no effect
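Locus derepression in mouse mammary C127i cells whose integrated CMV-GFP reporter is normally silent; GFP expression after 30 h compound treatment was quantified by counting fluorescent cells.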
USP2a inhib: inhibitors of human ubiquitin-specific protease USP2a; USP2a enzymatic assay, qHTS inhibition; Potency, µM (doses to about 38.3 µM), for inactives: at the highest dose activity change, negative = inhibition, actives largely listed as inhibitors; hit rate 0.1% among 60,000; AID 927;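 note: potency is the fitted concentration of half-maximal effect; nearly all actives have a fitted effect of over 60% in size; plate controls were DMSO for no effect and NEM full inhibition control for full effect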
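20 nM USP2 core + cpd, 30 min RT; add 20 nM Ub-PLA2/20 uM NBD C6-HPC; read Ex460/Em535 at 0 h and 2.5 h. Normalized to NEM; qHTS curve fit/classification.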
Caspase-7 inhib: caspase-7 (human) inhibition, allosteric or competitive | recombinant caspase-7, Ac-DEVD-AFC fluorescence rate | Potency, µM (series often up to 57.5 µM), for the others: top-dose activity change, negative = inhibition, actives largely listed as inhibitors | hit rate 0.02% among 75,000 | P55210; active = well fitted inhibition curve with a large enough effect in the main read-out, with a control signal flat, not every such curve was filed as active; inconclusive = small, poorly fitted or top-dose-only effect, or a change in a side signal; note: potency is the fitted concentration of half-maximal effect; % of control where 0% means no effect
Ub-GFP proteasome: ubiquitin-GFP accumulation via proteasome inhibition | Ubiquitin-GFP reporter cells, proteasome inhibition, GFP fluorescence; response scale: untreated = 0%, 10 µM MG-132 = 100% | Potency, µM (highest dose often 45.9 µM), for the others: at the highest dose activation (GFP accumulation), most hits filed as activators | 67,000 tested, under 10 active; active = well fitted activation curve with a large enough effect, not every such curve was filed as active; inconclusive = small, poorly fitted or top-dose-only effect, or another doubt; inactive = no such curve, though single readings can be large or run the other way; note: potency is the fitted concentration of half-maximal effect
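U2OS Ub(G76V)-GFP reporter; O/N plating, 0.5% FBS; cpd 46 uM–2.9 nM, 4 h, 37 °C; GFP+ cell count, 488/515 nm; norm. to basal vs 10 uM MG-132; CRC fit.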
BRCT inh red: disrupts BRCA1 BRCT binding to phosphoprotein, red fluorophore readout; BRCT-phosphopeptide binding, red fluorescence polarization; Potency, µM (highest dose often 76.9 µM), without a hit: top-dose activity change, negative = inhibition, usual class: inhibitors; hit rate 0.03% among 75,000; note: % is set by controls: 0 for no effect and ±100 for the full control effect
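Rhodamine-labelled pBACH1 10-mer (100 nM) bound to BRCT domain (100 nM) at pH 7.3; compounds incubated 12 min room temperature, polarization read. Free peptide defines full inhibition; unlabelled decapeptide titrated as control.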
Caspase-1 inhib: blocks human caspase-1 allosterically or competitively; Caspase-1 enzyme, Ac-WEHD-AFC fluorogenic rate; Potency, µM (doses to about 57.5 µM), without a hit: at the highest dose activity change, negative = inhibition, hits mostly inhibitors; hit rate 0.03% among 75,000; AID 900;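 note: potency is the fitted concentration of half-maximal effect; plate controls were vehicle for no effect and no substrate for full effect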
A350 autofl: compounds fluorescent in Alexa 350 spectral region; Compound autofluorescence, 340/450 nm, Alexa 350 dye-equivalents; hits give high values; max dye-equivalent concentration, M; hit rate 11% among 59,000; in the data active = max dye-equivalent concentration above about 10 nM; inconclusive = mostly about 1.1 nM to 9.6 nM
4-MU autofl: compound fluoresces in the 4-MU spectral region | hit rate 11% among 59,000 | compound autofluorescence, 340/450 nm, 4-MU equivalents; hits give high values | max dye-equivalent concentration, M; in the data active = max dye-equivalent concentration above about 10 nM; inconclusive = mostly about 1.1 nM to 9.6 nM
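Compounds in 100 mM Tris, pH 8.0, sat 15 min at room temperature before fluorescence was read at 340 nm excitation/450 nm emission; a per-plate six-point 4-MU standard curve converted signals to dye-equivalent concentration at each compound concentration.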
* = called active by the depositor; i = inactive; ? = inconclusive; . = no result given; [ ] = remark or other dose. Unless noted, calls come from the whole dose curve; as a rule, active = well fitted curve in the direction sought with a large enough effect; inconclusive = small, poorly fitted or top-dose-only effect, or another doubt; inactive = no such curve, though single readings can be large; an effect the other way counts as inactive or inconclusive. A portion of the library, so the mix of outcomes need not match the whole.

SMILES	BRCT inh green	Fluorescein autfl	HEK293 cAMP ctrl	Epigenetic mod	USP2a inhib	Caspase-7 inhib	Ub-GFP proteasome	BRCT inh red	Caspase-1 inhib	A350 autofl	4-MU autofl
COC(=O)c1oc2ccccc2c1NC(=O)CN1CCCC1	0.3%	i	16.8%	2.3%	.	0.2%	-3.2%	1.1%	0.0%	i	i
Cc1nc2ccc(C(=O)c3ccccc3)cc2[nH]1	-1.3%	.	-9.2%	0.0%	4.5%	0.7%	0.0%	0.4%	-0.2%	.	.
O=C(CCCC(=O)N(CC(=O)NC1CCCCC1)CC1CCCO1)Nc1ccccn1 (stereo not drawn)	-0.1%	i	?	-1.3%	0.1%	-0.5%	-3.9%	-0.7%	1.0%	?	?
c1ccc(Nc2nc(-c3ccoc3)nc3ccccc23)cc1	-0.4%	i	?	-2.9%[9.22 µM]	156.9%[activator]	-11.8%	-5.8%	2.1%	-6.1%	i	i
COc1ccc(-n2nc3cc(C)c(N)c(Br)c3n2)cc1	0.6%	i	-4.4%	18.9%	10.7%	-22.1%	1.3%	-0.7%	?	2.7e-08M*	3.59e-08M*
CC1CCCN(CC(O)COc2ccc(Cl)cc2)C1 (stereo not drawn)	-2.1%	?	20.7%	1.3%	-1.4%	0.1%	9.5%	-0.7%	-0.3%	i	i
CCN1C(=O)c2cccc3c(NC(=O)c4cccc(N5C(=O)CCC5=O)c4)ccc1c23	-0.4%	?	-3.3%	2.4%	17.6%	-27.8%	0.0%	-0.6%	?	i	i
O=S(=O)(Nc1ccc2c(c1)nc1n2CCOC1)c1ccccc1	4.6%	i	0.7%	0.0%	-17.3%	-0.9%	0.5%	-3.5%	-1.8%	i	i
O=C(CCNC(=O)c1ccc(Br)o1)NCc1ccccc1Cl	1.0%	i	1.2%	4.6%	6.3%	-1.8%	.	0.3%	-1.9%	i	i
COc1ccc(N2CCN(C(=O)c3ccc(NS(=O)(=O)c4cccc(F)c4)cc3)CC2)cc1	-1.2%	i	-9.1%	0.0%	30.7%[activator]	-3.4%	1.9%	0.5%	-0.9%	i	i
O=C(O)c1ccc(S(=O)(=O)N(Cl)Cl)cc1	1.1%[3.08 µM]	.	21.5%	.	6.5%	2.7%	.	0.8%	4.2%	.	.
Cc1ccccc1N(Cc1nnc2n1CCCCC2)C(=O)Nc1ccccc1	0.9%	?	-3.3%	0.0%	13.8%	0.4%	0.0%	-0.9%	1.3%	?	i
Cc1noc(C(=O)NCc2cccnc2)c1Cl	-1.0%	.	?	0.0%	.	0.8%	8.9%	0.6%	2.5%	.	.
COc1ccc2oc(=O)c(C(=O)N3CCc4ccccc43)cc2c1	-1.5%	?	1.0%	2.3%	-4.6%	-1.2%[0.00368 µM]	-4.4%	-1.0%	0.1%	?	?
CCOC(=O)N1CCN(Cc2cc(=O)oc3ccc4ccccc4c23)CC1	3.1%	i	25.1µM*	-1.2%	18.9%	-3.4%	2.7%	0.4%	-2.7%	6.24e-08M*	4.57e-08M*
CC(=O)SCC(=O)N=c1sc2cc(F)ccc2n1C	-0.2%	i	-20.3%	0.0%	-0.6%	0.3%	-7.5%	0.0%	1.9%	?	i
O=S(=O)(c1cccc(Cl)c1)N1CCCC1	-1.1%	i	7.5%	1.6%	-1.0%	0.3%	3.5%	-1.2%	0.4%	i	i
CC1(c2ccc(Cl)cc2Cl)OCC(Cn2ccnc2)O1 (stereo not drawn)	2.5%	i	?	0.6%	33.3%[activator]	2.1%	-1.4%	1.7%	-0.3%	i	i
O=C(c1cn(-c2ccccc2)nc1-c1ccc(Cl)s1)N1CCOCC1	-4.0%	i	-4.4%	2.1%	1.5%	0.2%	-2.6%	0.2%	-4.3%	i	i
Cc1ccc2cccc(Oc3cnccn3)c2n1	-0.7%	?	16.7%	-0.3%	-1.2%	0.1%	-0.7%	-2.1%	-0.8%	i	i
Nc1nc(CSc2nnnn2-c2ccc(F)c(Cl)c2)nc(N2CCOCC2)n1	-2.0%	i	4.8%	5.5%	-2.3%	1.2%	4.6%	0.6%	-1.6%	i	i
CC1CCN(C(=O)c2ccc(NC(=O)C3CCCO3)cc2)CC1 (stereo not drawn)	-0.1%	?	-2.4%	0.2%	-4.8%	-0.6%	10.9%	0.3%	1.7%	i	i
COc1ccc(-n2c(=O)c3ccccc3n(CC(=O)NC3CCCC3)c2=O)c(OC)c1	0.9%	i	10.0%	-2.8%	7.8%	-5.9%	-16.6%	1.1%	0.2%	i	i
Cc1c(/C(O)=C2/C(=O)C(=O)N(CCN3CCOCC3)C2c2cccs2)cnn1-c1ccccc1 (stereo not drawn)	1.0%	?	4.7%	-1.6%	28.7%	-1.0%	0.9%	0.1%	-0.7%	i	i
COc1cc(OC)cc(C(=O)Nc2cccc(N3CCCC3)c2)c1	1.2%	i	-8.4%	0.0%	28.0%	-1.9%	0.8%	-0.2%	-4.9%	i	i
Cc1c(C)[n+](=O)c(-c2ccco2)c(C)n1[O-]	0.2%	.	12.9%[11.4 µM]	0.0%	2.9%[7.66 µM]	-1.7%	3.4%[9.17 µM]	-0.9%	-1.7%	.	.
CCCCOc1[nH]c2nc(-c3ccco3)n(Cc3ccco3)c(=N)c2c1C#N	-2.2%	?	3.4%	5.7%	1.8%	-3.3%	1.0%	0.4%	-2.1%	1e-07M*	9.68e-08M*
CCOC(=O)c1ccc(NC(=O)CCc2ccc(CC)o2)cc1	5.8%	i	13.9%	-1.2%	-2.9%	-0.1%[0.00368 µM]	-3.5%	0.3%	-0.1%	i	i
COc1ccc(C2C3=C(CCCC3=O)Nc3nc(SCc4ccccc4)nn32)cc1OC (stereo not drawn)	-2.5%	?	-1.4%	4.2%	13.1%	-4.0%	13.3%	-2.0%	3.0%	6.29e-08M*	6.17e-08M*
Cc1c(C(=O)Nc2ccc3c(c2)OCO3)sc2nc(-c3ccccc3)cn12	-2.0%	i	?	2.3%	29.4%	0.3%	0.7%	-1.4%	-3.3%	?	i
CCN(CC)S(=O)(=O)c1csc(C(=O)NC2CCCCC2)c1	-4.9%	?	?	0.6%	18.1%	-3.3%	1.7%	-1.3%	3.6%	i	i
COc1cc2c(cc1OC)C1C(=O)c3c(O)cc4c(c3OC1CO2)C=CC(C)(C)O4 (stereo not drawn)	-1.0%[3.08 µM]	.	.	.	30.0%[activator]	-4.4%	.	-1.1%	-3.0%	.	.
Cc1c(N=Cc2nc3ccccc3[nH]2)c(=O)n(-c2ccccc2)n1C	-0.6%	i	-5.0%	0.0%	-3.3%	-1.1%	-10.9%	0.0%	0.4%	?	?
Cc1ccc(OCC(O)CNS(=O)(=O)c2ccccc2C(=O)N2CCCCC2)cc1 (stereo not drawn)	-1.7%	?	-4.4%	-2.8%	20.2%	-0.3%	-0.8%	-3.4%	3.1%	?	i
Cc1cc(C(=O)CSc2n[nH]c(N)n2)c(C)n1-c1cc(F)ccc1F	0.4%	i	1.3%	0.0%	15.5%	-3.4%	-5.0%	1.0%	0.2%	i	i
O=C(Nc1cccc(F)c1)NC1CC2CCCC(C1)N2C1CC1 (stereo not drawn)	-0.3%	?	-1.2%	2.8%	40.9%[activator]	-0.7%	-6.3%	-2.8%	0.5%	?	i
Cc1nc(N=Nc2cc(S(=O)(=O)O)ccc2S(=O)(=O)O)c(COP(=O)(O)O)c(C=O)c1O	-24.5%	.	4.6%	-0.5%	.	-26.7%	1.3%	-16.4%	-12.8%	.	.
COc1ccc(N2C(=NC(C)=O)SC3CS(=O)(=O)CC32)cc1OC (stereo not drawn)	-0.4%	?	-0.9%	-0.6%	-0.2%	-1.6%	0.8%	0.1%	-0.6%	i	i
COC(=O)[C@@]1(Cc2ccccc2)[C@H]2c3cc(C(=O)N4CCCC4)n(Cc4nc5ccccc5[nH]4)c3C[C@H]2CN1C(=O)c1ccccc1	4.9%	.	?	.	.	-7.8%	.	-0.1%	-16.6%	.	.
N#CCc1ccc(NS(=O)(=O)c2cccs2)cc1	-2.4%	.	2.0%	-4.1%	-5.4%	-0.9%	2.4%	0.9%	-0.7%	.	.
Cc1nnc(NC(=O)C2CCCN(S(=O)(=O)c3ccccc3C(F)(F)F)C2)s1 (stereo not drawn)	-2.8%	i	7.5%	0.0%	12.9%	-0.5%	-1.3%	-1.3%	0.8%	i	i
Nn1c(SCC(=O)Nc2ccc(Oc3ccccc3)cc2)nnc1C1CC1	2.8%	?	4.8%	0.0%	14.6%	-1.9%	1.3%	-0.9%	-2.9%	i	i
CC1Cc2cc(-c3csc(NC(=O)Cc4cccs4)n3)ccc2N1S(C)(=O)=O (stereo not drawn)	0.3%	?	18.3%	1.3%	24.1%	-6.1%	1.3%	-1.4%	-3.3%	i	i
Clc1cccc(Cl)c1Cn1cnc(=NCc2ccco2)c2[nH]cnc21	-0.5%	i	22.4%	2.2%	54.7%[activator]	-1.4%	-1.0%	-0.4%	-0.2%	i	i
CCc1nnc(NC(=O)c2cccc(OC)c2)s1	-2.0%	.	-3.3%	0.0%	-4.2%	0.5%	-14.9%	-1.9%	-3.0%	.	.

Screening results from PubChem BioAssay.
